SKN-1 block – C. elegans SKN-1 inhibition. C. elegans VP596 Pgst-4::GFP/RFP ratio, acrylamide-induced, 24 h. inhibition, % at 21.8 µM. actives 0.49% (n = 360,000). AID 624304;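 active = interference check ratio from 0.5 to 1.5 plus GFP to RFP signal ratio inhibition reaching or exceeding a fixed threshold, cut at about 30% in these data, passing the limit was not always enough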; also: some compounds called inactive have numbers as strong as hits
DNMT1 block – inhibitors of human DNMT1; inhibition (reported as % activation of signal), % at 10 µM; actives 0.83% (n = 360,000); DNMT1 molecular beacon, Hinp1I cleavage, fluorescence; P26358; in the data active = inhibition above about 50%
SUMO1-SIM PPI – modulators of human SUMO1-mediated protein-protein interactions; inhibition, % at 20 µM; SUMO1 binding to a labelled peptide, TR-FRET, 1 h; AID 602429; actives 0.33% (n = 360,000); in the data active = inhibition above about 37%
Target sequence (P63165 whole entry, looked up): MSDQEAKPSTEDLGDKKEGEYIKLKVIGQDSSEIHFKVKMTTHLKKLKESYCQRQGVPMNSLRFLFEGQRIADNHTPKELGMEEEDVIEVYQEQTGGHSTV
LMPTP inh – LMPTP (human) inhibition; P24666; recombinant LMPTP-A, OMFP fluorogenic substrate, fluorescence intensity; inhibition, % at 20 µM; actives 0.22% (n = 360,000); AID 651560;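 active = compounds that cut the enzyme signal by at least half of the control window in the single-dose screen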;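 also: plate controls were DMSO wells with enzyme plus substrate for no effect and substrate without enzyme for full effect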
Target sequence (P24666 whole entry, looked up): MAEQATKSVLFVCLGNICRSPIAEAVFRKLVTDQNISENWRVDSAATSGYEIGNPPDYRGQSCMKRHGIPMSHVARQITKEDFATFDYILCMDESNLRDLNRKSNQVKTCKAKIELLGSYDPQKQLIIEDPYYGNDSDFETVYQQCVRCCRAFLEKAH
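Test system – LMPTP-A enzyme · Amount – LMPTP-A at 0.625 nM final in the reaction · Buffer or medium – Bis-Tris pH 6.0, DTT, detergent · Reagent – OMFP 400 µM · Doses – single 20 µM dose · Schedule – reaction 50 min, room temperature, dark · Detection – fluorescence intensity of OMFP turnover product · Evaluation – percent inhibition versus substrate-only and uninhibited controls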
Scp-1 inhibitor – inhibitors of human Scp-1 phosphatase; actives 0.88% (n = 340,000); Q9GZU7; inhibition, % at 20 µM; Recombinant Scp1, phosphopeptide, malachite green phosphate absorbance;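 active = inhibition above about 50% at 20 µM, limit read from the data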;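 also: plate controls were DMSO wells with enzyme for no effect and wells lacking enzyme for full effect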
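Test system: SCP-1 catalytic domain; Buffer or medium: Acidic Tris acetate buffer with magnesium and detergent; Also added: Phosphorylated 17-residue peptide substrate; Compound: single 20 µM dose, 1% DMSO; Schedule: enzyme reaction 45 min at room temperature, colour 5 min, stabilisation 30 min; Signal: Phosphate-binding colour reagent, absorbance read at 630 nm.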
STEP inh – STEP (human) phosphatase inhibition; recombinant STEP, OMFP fluorogenic substrate, fluorescence; actives 0.25% (n = 360,000); inhibition, % at 20 µM; AID 588621; P54829;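 active = inhibition at 20 µM, scaled per plate between control wells, above about 37%, limit read from the data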;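 also: 0% = DMSO with enzyme and substrate and 100% = substrate only without enzyme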
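Assay system: isolated STEP enzyme / Timing: 20 min at room temperature, dark / Doses: 20 µM, 1% DMSO / Technique: fluorescence intensity, excitation 480 nm, emission 540 nm / Reagent: fluorogenic phosphatase substrate OMFP at 25 µM final / Measure: percent inhibition scaled to no-enzyme and uninhibited-enzyme controls, plate-pattern corrected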
TbMetRS inhib – Trypanosoma brucei MetRS inhibition. purified T. brucei MetRS, ATP depletion, Kinase-Glo luminescence. inhibition, % at 11.9 µM. actives 0.4% (n = 360,000);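 active = inhibition above a per-plate cutoff of the control wells' mean inhibition plus 3 SD, cut at about 5.5% in these data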;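 also: 0% = DMSO wells median and 100% = median of wells with control inhibitor compound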
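Measured by: Kinase-Glo luciferase luminescence reporting remaining unconsumed ATP. Material: purified T. brucei MetRS enzyme. Doses: 11.9 µM compound single dose, 0.9% DMSO. Medium: HEPES buffer containing pyrophosphatase, BSA, spermine, DTT. Times: 15 min preincubation, 2 h reaction, all 25 °C. Reagent: methionine, ATP and bulk E. coli tRNA.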
NadD block – NadD (S. aureus) enzyme inhibition | actives 0.78% (n = 360,000) | purified NadD enzyme, colorimetric absorbance read-out | inhibition, % at 20 µM | AID 602399; in the data active = inhibition above about 26%; also: some compounds past the cut are filed as inactive
CendR NRP1 mod – NRP-1/CendR interaction modulation | O14786 | AID 602438 | actives 0.85% (n = 360,000) | inhibition, % at 25 µM | FAM-RPARPAR peptide binding to NRP-1, fluorescence polarization;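 active = inhibition or corrected inhibition above about 18%, plus a signal ratio from 0.5 to 1.5, limit read from the data, passing the limit was not always enough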; also: strong numbers were not always called active
Neddyl block – inhibitors of human cullin neddylation. P61081+Q13564. TR-FRET cullin neddylation, biochemical. calls only at 25 µM. actives 0.58% (n = 360,000). AID 651699; in the data active = inhibition above about 36%
Target sequence (P61081 whole entry, looked up): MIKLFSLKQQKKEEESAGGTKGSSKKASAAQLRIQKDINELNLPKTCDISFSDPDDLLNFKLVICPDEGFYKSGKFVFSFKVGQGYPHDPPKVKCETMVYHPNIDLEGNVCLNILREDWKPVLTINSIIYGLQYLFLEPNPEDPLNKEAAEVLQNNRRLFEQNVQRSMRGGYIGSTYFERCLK
Target sequence (Q13564 whole entry, looked up): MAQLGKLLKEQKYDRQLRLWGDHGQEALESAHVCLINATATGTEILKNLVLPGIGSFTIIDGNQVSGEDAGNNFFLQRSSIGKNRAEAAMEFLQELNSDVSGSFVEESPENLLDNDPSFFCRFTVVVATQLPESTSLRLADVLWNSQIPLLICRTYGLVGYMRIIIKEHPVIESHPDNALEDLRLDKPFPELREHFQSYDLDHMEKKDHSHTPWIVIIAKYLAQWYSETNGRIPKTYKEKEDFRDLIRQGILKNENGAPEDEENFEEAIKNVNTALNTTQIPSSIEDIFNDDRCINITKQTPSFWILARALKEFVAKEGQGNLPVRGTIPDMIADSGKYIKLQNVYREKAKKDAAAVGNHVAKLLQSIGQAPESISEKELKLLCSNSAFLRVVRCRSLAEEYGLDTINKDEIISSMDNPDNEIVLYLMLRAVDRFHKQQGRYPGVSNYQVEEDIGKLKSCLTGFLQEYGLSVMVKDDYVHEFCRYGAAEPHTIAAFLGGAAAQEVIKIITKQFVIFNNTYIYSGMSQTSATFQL
* marks the source's active call; other numbers are inactive results; i = inactive; . = no result given.

SMILES	SKN-1 block	DNMT1 block	SUMO1-SIM PPI	LMPTP inh	Scp-1 inhibitor	STEP inh	TbMetRS inhib	NadD block	CendR NRP1 mod	Neddyl block
O=C(c1ccco1)N1CCCC(c2ccccc2)C1 (stereo unspecified)	14	1	1	-1.3	-5	0	0.1	-1	-3	i
Cn1ncc(C(=O)N=S(C)(=O)c2ccccc2)c1[N+](=O)[O-] (stereo unspecified)	-4	3	-13	-1.8	-5	1	0.9	0	5	i
c1ccc(Sc2ncnc3c2oc2ccccc23)cc1	32	-2	3	0.3	-5	1	0.3	-2	-11	i
O=C(NCc1ccc2[nH]c3c(c2c1)CCCC3)c1ccc(S(=O)(=O)N2CCOCC2)cc1	5	-15	-1	0.8	-7	6	-0.6	0	-2	i
COc1ccccc1CNC(=S)Nc1ccc(F)cc1	8	1	3	-1.4	-3	0	-0.1	-3	0	i
CCO[C@@H]1OC(C(=O)O)=C[C@H](c2cn(C(C)=O)c3ccccc23)[C@H]1CCCO	-2	1	-2	-0.5	-10	-2	-0.6	-1	-4	i
COc1ccc(CCNC(=O)c2cccc(NC(=O)CC3SC(N4CCCCC4)=NC3=O)c2)cc1OC (stereo unspecified)	-6	-1	2	0.4	-2	0	-0.2	1	12	i
COc1ccc(OCCN2CCOCC2)cc1	-4	0	4	-2.6	-6	-3	0.0	0	5	i
COc1ccccc1-n1c(CNC(=O)c2ccc(S(=O)(=O)N3CCCCC3)cc2)n[nH]c1=S	10	0	2	-1.2	5	3	-0.4	1	11	i
CC(C)(C)OC(=O)N1CCC(c2c(C(=O)O)cnn2-c2ccccc2)CC1	10	5	0	-1.9	-6	-4	-1.4	-3	2	i
COc1ccccc1NC(=O)c1cc2c(CO)cnc(C)c2oc1=Nc1ccc(OC)c(OC)c1	4	-10	-5	1.8	6	2	-0.4	1	-1	i
CCN(c1ccccc1C)S(=O)(=O)c1cc2c3c(c1)CCC(=O)N3CCC2	3	0	0	0.0	-9	-1	-0.7	-6	13	i
COCCNC(=S)N1CCN(C(c2ccccc2)c2ccccc2)CC1	-5	0	6	-0.1	-13	-1	0.0	-10	10	i
Cc1cc(N/N=C/c2ccc(O)cc2O)nc(-c2ccccc2O)n1	-3	-30	12	3.2	-8	-11	0.2	3	-2	i
O=C(/C=C/c1ccco1)Nc1nc(-c2ccccn2)cs1	7	30	9	18	12	5	0.1	7	-48	i
Cn1c(SCC(=O)Nc2cccc(S(=O)(=O)NC3=NCCCCC3)c2)nnc1-c1ccncc1	-3	-1	-5	0.2	-6	-1	-0.5	-8	9	i
CCCc1c(C(=O)Nc2ccc(F)cc2C)cnn1-c1ccccc1	17	1	-3	-3.5	-9	-3	0.6	6	2	i
CC(Sc1nc2ccccc2c(=O)n1CCc1ccc(S(N)(=O)=O)cc1)C(=O)NC(N)=O (stereo unspecified)	-7	-1	0	-1.1	-3	-4	0.0	-5	20	i
COc1ccc(NC(=O)CCN2C(=O)c3ccc([N+](=O)[O-])cc3C2=O)c(OC)c1	12	2	-23	-0.9	-5	2	-0.1	-1	11	i
Cc1cccc(-n2c(=O)[nH]c3c(C(N)=O)nc(CC(C)C)nc32)c1	12	-1	2	-0.8	3	-7	0.0	3	3	i

Overlap with the part before: 6 entries; new compounds follow.
SMILES	SKN-1 block	DNMT1 block	SUMO1-SIM PPI	LMPTP inh	Scp-1 inhibitor	STEP inh	TbMetRS inhib	NadD block	CendR NRP1 mod	Neddyl block
O=C(/C=C/c1ccco1)Nc1nc(-c2ccccn2)cs1	7	30	9	18	12	5	0.1	7	-48	i
Cn1c(SCC(=O)Nc2cccc(S(=O)(=O)NC3=NCCCCC3)c2)nnc1-c1ccncc1	-3	-1	-5	0.2	-6	-1	-0.5	-8	9	i
CCCc1c(C(=O)Nc2ccc(F)cc2C)cnn1-c1ccccc1	17	1	-3	-3.5	-9	-3	0.6	6	2	i
CC(Sc1nc2ccccc2c(=O)n1CCc1ccc(S(N)(=O)=O)cc1)C(=O)NC(N)=O (stereo unspecified)	-7	-1	0	-1.1	-3	-4	0.0	-5	20	i
COc1ccc(NC(=O)CCN2C(=O)c3ccc([N+](=O)[O-])cc3C2=O)c(OC)c1	12	2	-23	-0.9	-5	2	-0.1	-1	11	i
Cc1cccc(-n2c(=O)[nH]c3c(C(N)=O)nc(CC(C)C)nc32)c1	12	-1	2	-0.8	3	-7	0.0	3	3	i
O=C(NCc1cccc(C(F)(F)F)c1)c1c[nH]c(=O)s1	9	4	5	-0.3	.	-4	1.5	0	-19	i
c1coc(-c2nnc3sc(-c4cccs4)nn23)c1	10	10	5	0.2	3	0	-0.8	2	-17	i
CN(c1ccccc1)S(=O)(=O)c1cccc(NC(=O)CSc2nnc(N)s2)c1	1	1	4	0.5	-1	-2	-0.5	-1	9	i
CCOCCCN(C(=O)c1ccco1)C(C(=O)NC1CCCC1)c1ccc(OC)cc1 (stereo unspecified)	0	0	0	-2.7	-1	-2	-1.1	-5	3	i
COc1ccc(CN(CC(O)COCc2ccccc2)S(=O)(=O)c2ccccc2Br)cc1OC (stereo unspecified)	16	-8	4	2.5	-9	1	-1.1	-9	-2	i
Cc1ccc(-n2ncc3c2CCCC3NC(=O)CCc2cnccn2)cc1C (stereo unspecified)	-3	0	0	-1.0	-1	1	-0.1	-1	-5	i
COc1ccc(OC)c2c(C)cc(N3CCN(C(=O)c4ccc(F)cc4)CC3)nc12	12	-19	0	0.8	1	2	-1.4	2	6	i
COc1ccc(C2CC(C(F)(F)F)n3nc(C(=O)O)cc3N2)cc1OC (stereo unspecified)	-9	0	-1	-1.4	-5	-1	-1.3	1	9	i
C=C(C)COc1ccc(-c2[nH]ncc2-c2ccc(OC)cc2)c(O)c1	7	-7	-7	4.5	-13	-1	-0.7	-2	6	i
O=C1c2ccccc2C(=O)N1CCCOc1ccccc1	-4	0	-8	0.0	-10	3	-0.9	1	-3	i
Cc1nc(N2CCN(C(=O)c3cnccn3)CC2)c2c3c(sc2n1)CC(C(C)(C)C)CC3 (stereo unspecified)	4	-3	3	1.8	2	0	-0.6	-8	18	i
Cn1c(=O)n(C)c2cc(NC(=O)COc3ccc(F)cc3)ccc21	7	1	18	-1.7	-6	-2	-0.8	7	-3	i
CCN(c1ccccc1)S(=O)(=O)c1cccc(C(=O)Nc2cccc(C)n2)c1	-3	0	3	0.5	.	0	-0.4	5	6	i
O=S(=O)(c1ccc2c(c1)OCCO2)N1CCC(n2nnc3cc(C(F)(F)F)ccc32)CC1	4	-19	2	2.6	-13	3	-0.8	-7	-4	i
CCc1nc2sc3ccccc3c(=O)c2c(=O)n1Cc1ccc(OC)cc1	-1	-3	6	3.3	5	4	-0.5	16	-5	i
CN(C)S(=O)(=O)c1ccc2oc(SCC(=O)c3c(N)n(C4CC4)c(=O)[nH]c3=O)nc2c1	3	2	4	-2.0	-10	-2	0.6	3	4	i
Cc1ccccc1OCc1occc1C(=O)Nc1cccc(-n2cnnn2)c1	5	-10	0	1.6	-9	-3	-0.6	-14	6	i
Cc1cccc(OCC(=O)NNC(=O)CCCCC(=O)NNC(=O)COc2cccc(C)c2)c1	-1	5	3	-1.5	-8	-2	-0.2	1	17	i
COc1ccc(CNC(=O)CCc2nc(-c3ccccc3F)no2)c(OC)c1	-21	2	2	-2.1	-12	-2	-0.9	-3	-5	i
COC(=O)Cn1c(=O)c2c(nc3n2CC(C)CN3CCc2ccccc2)n(C)c1=O (stereo unspecified)	11	-1	2	-1.6	-4	1	-0.8	-3	-4	i
Cc1cccc(C)c1-n1nnnc1C1(C)CCC(=O)N1C1CCN(Cc2ccccc2)CC1 (stereo unspecified)	-11	.	-2	0.6	.	.	0.0	-2	-15	i
COc1ccc(/C=N/Nc2ccc([N+](=O)[O-])cc2)cc1Cn1cc([N+](=O)[O-])cn1	29	-4	-14	1.5	-15	0	-1.5	9	-7	i
N#CCSc1ccccc1NC(=O)CN1C(=O)C(=O)N(Cc2ccccc2)C1=O	-6	-1	0	-2.7	3	-5	-0.2	-5	-4	i
O=C(NC1CCCC1)C(c1ccc(F)cc1)N(C(=O)c1csnn1)C1CCCC1 (stereo unspecified)	-4	1	7	0.3	-5	0	0.0	3	13	i
CCn1c(SCC(=O)Nc2cc(C)c(Cl)cc2OC)nnc1-c1ccco1	-5	1	20	1.2	4	-3	-2.0	-2	-3	i
Clc1ccccc1-c1nc(-c2cccnc2)no1	34*	2	-2	-1.6	-7	-3	-1.2	-4	2	i
N#Cc1ccccc1COC(=O)CCN=C1NS(=O)(=O)c2ccccc21	-26	0	7	-0.4	6	-2	-0.1	2	7	i
O=c1c2ccccc2nc2sc(Nc3cccc(Cl)c3)nn12	15	107*	-230	72*	41	70*	-0.4	9	23	i
CCn1cc(C(=O)N(C)Cc2ccc(OC(F)F)cc2)c(=O)c2ccc(C)nc21	16	1	10	-2.0	-8	-1	-0.7	1	5	i
COc1ccc(NC(=O)CSc2nc3ccncc3[nH]2)c(OC)c1	10	3	-1	7.8	-5	0	-0.5	1	6	i
O=C(Nc1nc2ccccc2[nH]1)C1CCCO1 (stereo unspecified)	2	4	0	-2.5	-4	0	-0.6	-1	-1	i
Cc1cc(C(=O)Cn2nnc(-c3ccc(Cl)cc3)n2)c(C)n1CC1CCCO1 (stereo unspecified)	10	-5	-1	2.3	-9	4	-0.9	-7	9	i
O=C(CSc1nc2ccccc2o1)Nc1ccccc1N1CCOCC1	9	-2	2	-0.3	-10	-5	-1.0	-3	-10	i
CC(C)CN(C(=O)COC(=O)CCc1nc2ccccc2s1)c1c(N)n(Cc2ccccc2)c(=O)[nH]c1=O	0	4	0	-0.2	-3	2	-0.6	2	-18	i
COc1cccc(-c2nc(CS(=O)(=O)CC(=O)Nc3ccccc3Cl)c(C)o2)c1	20	-4	1	0.9	-5	0	-0.4	-5	2	i
COc1ccccc1N1CCN(C(=O)Cn2ncc3c([nH]c4ccccc43)c2=O)CC1	2	-2	28	1.7	0	-1	-0.1	2	3	i
Cn1c2c(c(=O)n(C)c1=O)CN(Cc1ccco1)CN2	-10	-1	7	0.3	-6	-3	-0.2	0	-1	i
NC(=O)CC[C@H](NC(=O)c1ccc(F)cc1)C(=O)OCC(=O)Nc1c(F)c(F)c(F)c(F)c1F	0	1	2	0.0	-2	-3	-0.2	5	-5	i
